Screening results (PubChem BioAssay)
Tau fibril FP: blocks human tau fibril formation measured by polarization; K18 P301L tau heparin fibrillization, Alexa594 FP, 6 h; Potency, µM (highest dose often 57.7 µM), inactives show at the top dose activity, negative = inhibition, hits mostly inhibitors; P10636; 0.39% of 280,000 active; further: on the % scale 0 is the no-effect control and ±100 the full control effect; nearly all actives have a fitted effect of over 55% in size
Target sequence (P10636 561-689 P618L limits assumed): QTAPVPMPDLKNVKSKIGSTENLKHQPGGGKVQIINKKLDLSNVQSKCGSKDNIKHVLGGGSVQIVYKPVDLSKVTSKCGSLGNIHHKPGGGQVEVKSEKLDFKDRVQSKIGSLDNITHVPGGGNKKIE
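Human tau K18 […] P301L fragment, 15 uM unlabeled plus 0.24 uM Alexa 594-labeled tau (final), with compound and 20 uM heparin in 100 mM sodium acetate pH 7; 6 hr at 37 C, then Alexa 594 FP read.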
HTT aggregate: mutant huntingtin aggregation inhibition. 1.1% of 220,000 active. PC12 HttQ103-GFP aggregates, Acumen cytometry, 40 h. Potency, µM (highest dose often 46.1 µM), without a hit: at the highest dose activity change, negative = inhibition, actives largely listed as inhibitors. AID 1688; further: on the % scale 0 is the no-effect control and ±100 the full control effect; nearly all actives have a fitted effect of over 60% in size
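Ecdysone-promoter PC12 model expressing HTT exon 1 Q103 fused to GFP, induced by tebufenozide at 100 nM final. Compounds titrated; aggregates sized 1–25 µm scored on a 488 nm laser cytometer.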
ALDH1A1 block: ALDH1A1 (human) enzyme inhibition. P00352. Purified ALDH1A1, NADH fluorescence, propionaldehyde substrate. Potency, µM (series often up to 75.3 µM), without a hit: at the highest dose activity, negative = inhibition, usual class: inhibitors. 7.3% of 220,000 active. AID 1030; active means well fitted inhibition curve with a large enough effect, not every such curve was filed as active; inconclusive means small, poorly fitted or top-dose-only effect, or another doubt; inactive means no such curve, though single readings can be large or run the other way;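 further: plate controls were no enzyme wells and a reference inhibitor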
Target sequence (P00352 whole entry, looked up): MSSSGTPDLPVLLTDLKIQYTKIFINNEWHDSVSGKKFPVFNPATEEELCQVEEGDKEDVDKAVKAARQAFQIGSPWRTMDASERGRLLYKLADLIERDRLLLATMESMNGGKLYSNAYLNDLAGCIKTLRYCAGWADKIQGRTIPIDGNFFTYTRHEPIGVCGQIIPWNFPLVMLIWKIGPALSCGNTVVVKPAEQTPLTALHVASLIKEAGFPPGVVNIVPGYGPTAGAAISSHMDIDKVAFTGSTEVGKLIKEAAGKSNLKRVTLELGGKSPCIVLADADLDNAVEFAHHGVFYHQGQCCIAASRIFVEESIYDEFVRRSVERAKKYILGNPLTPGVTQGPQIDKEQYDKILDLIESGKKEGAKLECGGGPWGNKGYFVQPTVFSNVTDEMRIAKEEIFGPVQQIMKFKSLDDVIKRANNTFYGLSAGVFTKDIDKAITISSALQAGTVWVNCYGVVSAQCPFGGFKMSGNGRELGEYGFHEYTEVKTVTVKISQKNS
Tau fibril ThT: tau fibrillization inhibition (ThT binding); P10636; recombinant tau K18 P301L, heparin-induced fibrillization, ThT fluorescence; Potency, µM (doses to about 57.4 µM), inactives show at the highest dose activity, negative = inhibition, most hits filed as inhibitors; 2.1% of 270,000 active; AID 1460; further: on the % scale 0 is the no-effect control and ±100 the full control effect; nearly all actives have a fitted effect of over 55% in size
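Heparin-induced (20 uM) aggregation of recombinant human K18 P301L tau, 15 uM unlabeled with 0.24 uM labeled, pH 7 acetate buffer, 6 hr at 37 C with compound. Fibrils quantified by 30 uM ThT fluorescence after 1 hr ambient incubation.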
HTT ATP protect: protects HTT-Q103 PC12 cells, measured by ATP; PC12 HTT-Q103 induced, cytoprotection, ATP luminescence, 40 h; Potency, µM (highest dose often 56.4 µM), for inactives: cytoprotection (ATP increase), actives largely listed as activators; 0.14% of 230,000 active; AID 1471;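 further: % of control where 0% means no effect; nearly all actives have a fitted effect of over 45% in size; toxic huntingtin expression switched on by the ecdysone agonist tebufenozide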
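ATP quantification (ATPlite) reports survival of PC12 cells in which tebufenozide, 100 nM final, switches on Htt exon 1 with 103 glutamines linked to GFP; compounds are titrated.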
JMJD2E inh: JMJD2E (human) inhibition; Potency, µM (highest dose often 57.1 µM), without a hit: at the top dose activity change, negative = inhibition, most hits filed as inhibitors; AID 2147; 1.6% of 230,000 active; JMJD2E catalytic domain, FDH-coupled NADH fluorescence (FDH is formaldehyde dehydrogenase); B2RXH2; active means well fitted inhibition curve with a large enough effect, not every such curve was filed as active; inconclusive means small, poorly fitted or top-dose-only effect, or another doubt; inactive means no such curve, though single readings can be large or run the other way;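 further: 0% = wells with enzyme and -100% = buffer wells without enzyme; nearly all actives have a fitted effect of over 50% in size; many of its hits are not listed in these tables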
Target sequence (B2RXH2 1-337 limits assumed): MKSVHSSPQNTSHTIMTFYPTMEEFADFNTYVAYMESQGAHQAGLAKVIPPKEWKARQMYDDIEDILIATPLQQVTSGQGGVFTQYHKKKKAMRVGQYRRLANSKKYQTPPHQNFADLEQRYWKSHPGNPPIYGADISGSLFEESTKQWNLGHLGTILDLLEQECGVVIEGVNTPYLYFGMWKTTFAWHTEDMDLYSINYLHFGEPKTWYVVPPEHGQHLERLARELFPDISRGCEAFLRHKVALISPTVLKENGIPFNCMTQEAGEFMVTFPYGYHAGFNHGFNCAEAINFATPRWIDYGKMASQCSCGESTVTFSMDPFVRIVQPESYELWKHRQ
Tau fluor cs: counter-screen for tau fibril formation inhibitors; Potency, µM (titrated, usually from 57.7 µM), for the others: top-dose activity change, negative = decrease; tau K18 P301L (four-repeat tau fragment) Alexa594 fluorescence, heparin fibrillization; 0.93% of 280,000 active; AID 1463; further: on the % scale 0 is the no-effect control and ±100 the full control effect; nearly all actives have a fitted effect of over 55% in size
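Human K18 P301L tau (15 uM unlabeled plus 0.24 uM Alexa 594-labeled, final) in 100 mM sodium acetate pH 7 was mixed with compound and 20 uM heparin and incubated 6 hr at 37 C.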
SMN2 splice up: SMN2 splice variant enhancement | AID 1458 | HEK293 SMN2-luciferase splicing reporter, luminescence, 30-36 h | 2.8% of 210,000 active | Potency, µM (series often up to 46.1 µM), inactives show at the top dose activity change, positive = activation, usual class: activators; further: % of control where 0% means no effect; nearly all actives have a fitted effect of over 55% in size
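HEK293 cells carry an SMN2 […]–luciferase reporter in which exon 7 inclusion puts luciferase in frame. Cells were plated 10-12 h before compound addition, then incubated 30-36 h at 37C. ONE-Glo luminescence was read; sodium butyrate at 4.5 mM final served as control.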
Numbers without * were called inactive; ? = inconclusive; / = not tested or not shown; [ ] = another dose, or the depositor's remark. Unless noted, the call rests on the fitted dose curve; in most records, active means well fitted curve in the direction sought with a large enough effect; inconclusive means small, poorly fitted or top-dose-only effect, or another doubt; inactive means no such curve, though single readings can be large; an effect the other way counts as inactive or inconclusive. Potency means the concentration at half of the fitted maximal effect. A portion of the library; rates above refer to the full screens.

SMILES | Tau fibril FP | HTT aggregate | ALDH1A1 block | Tau fibril ThT | HTT ATP protect | JMJD2E inh | Tau fluor cs | SMN2 splice up
COc1cc(C2C(C(=O)c3ccco3)=C(O)C(=O)N2c2cc(C)on2)cc(Br)c1O (stereo unspecified) | 8% | 1% | 3% | ? | -16% | 1% | -13% | 2%
CCCCCCC(=O)NNC(=O)c1c(O)c2ccccc2n(CC)c1=O | -3% | -29% | 13% | -16% | 23% | ? | -19% | -22%
CC(C)(C)c1ccc(C(CC(=O)O)NC(=O)Cc2ccc(F)cc2)cc1 (stereo unspecified) | -3% | -10% | 0% | -3% | -7% | 9% | -2% | -13%
COc1ccc(N2CCN(C(=O)c3cc4c(=O)oc5ccc(C)cc5c4s3)CC2)cc1 | 1% | / | / | -2% | / | / | -9% | 6%
Nc1cccc(S(=O)(=O)c2cccc(N)c2)c1 | -5% | 5% | 10% | -9% | -3% | 3% | -7% | -3%
CSc1cccc(NC(=O)Nc2ccc(Cl)cc2)c1 | ? | -24% | 5% | 13% | ? | 7% | ? | -15%
Cc1cc(C)cc(OCC(=O)O/N=C(\N)c2ccccc2Cl)c1 | -2% | -13%[9.22 µM] | / | / | 45%[10 µM] | 0% | -5% | /
Cc1ccc(NC(=O)Cn2cc(C(=O)C3CCCCC3)c3ccccc32)c(C)c1 | -13% | / | / | ? | / | / | ? | -10%
CCN(CC)C(=O)c1cc2cc(Br)ccc2oc1=O | 3% | 10% | 11% | 8% | 14%[1.9 µM] | -5% | 6% | -1%
O=C(c1ccccc1Br)N1CCN(c2ccccc2)CC1 | 5% | -6% | ? | 2% | 4%[10 µM] | 3% | 2% | -26%

Shown field by field: entries from further up.
Nc1cccc(S(=O)(=O)c2cccc(N)c2)c1
  Tau fibril FP = -5%	HTT aggregate = 5%	ALDH1A1 block = 10%	Tau fibril ThT = -9%	HTT ATP protect = -3%	JMJD2E inh = 3%	Tau fluor cs = -7%	SMN2 splice up = -3%

CSc1cccc(NC(=O)Nc2ccc(Cl)cc2)c1
  Tau fibril FP = ?	HTT aggregate = -24%	ALDH1A1 block = 5%	Tau fibril ThT = 13%	HTT ATP protect = ?	JMJD2E inh = 7%	Tau fluor cs = ?	SMN2 splice up = -15%

Cc1cc(C)cc(OCC(=O)O/N=C(\N)c2ccccc2Cl)c1
  Tau fibril FP = -2%	HTT aggregate = -13%[9.22 µM]	ALDH1A1 block = /	Tau fibril ThT = /	HTT ATP protect = 45%[10 µM]	JMJD2E inh = 0%	Tau fluor cs = -5%	SMN2 splice up = /

(cont.)
SMILES | Tau fibril FP | HTT aggregate | ALDH1A1 block | Tau fibril ThT | HTT ATP protect | JMJD2E inh | Tau fluor cs | SMN2 splice up
COc1ccc(N2CC(C)Cn3c2nc2c3c(=O)n(Cc3ccc(C)cc3)c(=O)n2C)c(OC)c1 (stereo unspecified) | 6% | -30% | ? | -13% | -13% | ? | -21% | -6%
COC(=O)c1cccc(-n2[nH]nnc2=S)c1 | ? | 9% | 2.8µM* | ? | 8% | -5% | -15% | 4%
Cc1cccc(-n2c(O)c(C=NCc3ccccn3)c3ccccc3c2=O)c1 | 8% | 0% | -6% | -1% | / | -2% | -9% | -8%
COc1ccc(C2CCCN2C(=O)Nc2ccc(F)cc2)cc1OC (stereo unspecified) | 1% | -12% | 6% | -11% | -3% | -3% | -7% | -5%
CN(c1ccccc1)S(=O)(=O)c1cccc(NC(=O)CSc2ncc(C(F)(F)F)cc2Cl)c1 | -2% | 16% | 1% | 2% | 4%[10 µM] | 8% | ? | -4%
Cc1cc(NC(=O)CCc2ccc(S(=O)(=O)N3CCOCC3)cc2)n(-c2ccccc2)n1 | 0% | ? | 2% | 0% | 10%[10 µM] | -3% | -2% | -77%[inhibitor]
Cc1ccc(-n2c(-c3ccncc3)n[nH]c2=S)cc1 | -6% | -22% | 0% | -4% | -15% | 0% | -3% | -3%
N#Cc1ccc(Oc2cccnc2)cc1C#N | 3% | 2% | -3% | -3% | 7% | -1% | 3% | -14%
Cc1ccc(N=CC2=C(O)CC(c3ccco3)CC2=O)cc1 (stereo unspecified) | 5% | ? | ? | ? | -56%[inhibitor] | -17% | -5% | -14%
CCC(C)[C@@H](C(=O)N1CCNCC1)n1cc(CCCCN)nn1 (stereo partly specified) | -3% | 1%[9.22 µM] | 2% | -5% | 3%[10 µM] | 5% | -1% | /
CCc1ccc2c(c1)c1nnc(NN)nc1n2CC | -5% | -2% | 2.8µM* | 0% | -17%[10 µM] | -4% | -6% | -30%[inhibitor]
O=C(NC1CCCCCC1)c1ccc(CN2CCOCC2)cc1 | 3% | 5% | 7% | 0% | -31% | 0% | 1% | ?
CCCCOC(=O)C1CN(c2ccccc2)N=C1C(=O)OCC (stereo unspecified) | 7% | 6% | -2% | 1% | 18%[10 µM] | 1% | -1% | -1%
CS(=O)(=O)c1ccc2nc(NC(=O)c3cc4ccccc4o3)sc2c1 | ? | 7% | ? | ? | -76%[inhibitor] | ? | -24% | 21%
Cc1cc(NC(=O)COC(=O)c2oc3c(Cl)cccc3c2C)no1 | -13% | 11% | 10% | 6% | 6%[10 µM] | -7% | 9% | -2%
CCN1CCN(c2cc(C)c3cc(NC(=O)Cc4ccccc4OC)ccc3n2)CC1 | ? | 13% | ? | -9% | 8%[10 µM] | ? | -4% | -7%
COc1ccc(NS(=O)(=O)c2cccc(C(=O)N/N=C/c3cn(-c4ccccc4)nc3-c3ccccc3)c2)cc1 | ? | -2%[9.22 µM] | / | 1% | 27%[10 µM] | 8% | -22% | /
O=C(CSc1nnnn1Cc1ccccc1)NCCc1ccccc1 | 1% | 10% | ? | 6% | 2% | -3% | 2% | -11%
CCOc1ccc(CCNC(=O)c2cc3c(C)nccc3[nH]c2=O)cc1OCC | -6% | ? | 10% | -13% | -68%[inhibitor] | 2% | -11% | /
CCc1ccc(NC(=O)C2CCN(S(=O)(=O)c3c(C)noc3/C=C/c3ccco3)CC2)cc1 | -14% | / | / | 4% | / | / | -23% | -14%
Cc1nn(C)cc1NC(=O)c1nn(C)cc1[N+](=O)[O-] | -5% | 15% | 4% | -2% | / | -6% | 2% | 9%
CC/C(=N\NC(=O)c1cc(C)nc2ccccc12)c1ccc(C)s1 | 2% | -5% | 3% | -3% | / | 6% | 0% | -9%
C/C(N)=C(/C#N)C(=O)CSc1nc2ccccc2c(=O)n1-c1ccc(C)cc1 | -5% | 0% | ? | 4% | 3%[1.9 µM] | 1% | -9% | -41%[inhibitor]
O=C(Nc1ccc(S(=O)(=O)N2CCc3ccccc3C2)cc1)C1CCCO1 (stereo unspecified) | -6% | -10% | -4% | 1% | -7% | 2% | -10% | -41%[inhibitor]
O=C(CC1Nc2ccccc2NC1=O)Nc1cc(Cl)cc(Cl)c1 (stereo unspecified) | 8% | ? | ? | ? | 2% | ? | 14µM*[quencher] | -14%
O=C(c1cccs1)N1CCCC(c2nc(-c3ccc(F)cc3)no2)C1 (stereo unspecified) | 8% | -17% | 0% | -17% | -17% | 0% | -15% | 12%
CC(=O)N1CCN(c2ccc(NC(=S)NC(=O)COc3ccc(C(C)(C)C)cc3)cc2)CC1 | 5% | 2% | 19µM* | 4µM* | 17%[10 µM] | 0% | -24% | -16%
COc1ccc(CCN2C(=S)N(C)C(=O)C2CC(=O)Nc2ccc(OC)cc2)cc1 (stereo unspecified) | ? | 11%[9.22 µM] | 4.5µM* | -10% | 5%[10 µM] | -5% | ? | -36%[inhibitor]
O=C(OCC(=O)N1CCCC1)c1ccc(OC(F)(F)F)cc1 | 10% | 5% | 14% | -8% | -30% | -3% | 1% | 10%
O=C(C/C=N/OCc1c(Cl)cccc1Cl)c1cnc(-c2ccccc2)s1 | -4% | -3% | -3% | ? | -8% | ? | -14% | 1%
O=C1CC(N2CCN(C(c3ccccc3)c3ccccc3)CC2)C(=O)N1Cc1ccc(N2CCCC2=O)cc1 (stereo unspecified) | 9% | 0% | 9% | -17% | -40%[inhibitor] | 4% | -3% | -22%
Cc1c(F)cccc1NS(=O)(=O)c1ccc2c(c1)c(=O)n(C)c(=O)n2C | 10% | ? | 0% | -3% | -70%[inhibitor] | ? | -3% | -17%
Cc1nn(CC(=O)Nc2ccc(C(=O)N3CCCCC3)cc2)c(=O)c2ccccc12 | -3% | 1% | 13µM* | -2% | -11%[10 µM] | 5% | 8% | -11%
Cc1ccc(S(=O)(=O)NNC(=O)c2cc3cc4ccccc4nc3s2)cc1 | 2% | 0% | -11% | ? | 9% | ? | ? | 9%
CN(C)c1ccc(-n2c(CCC(=O)O)ccc2-c2ccccc2)cc1 | -3% | / | / | ? | / | / | -18% | -6%
O=C(Oc1ccc([N+](=O)[O-])cc1)c1cncc(Br)c1 | 5% | -5% | -5% | ? | / | -29% | -13% | 17%
CCOC(=O)N1CCC(Nc2cc(C)nc3c(-c4ccccc4OC)c(C)nn23)CC1 | 10% | 0% | -14% | ? | 12%[10 µM] | -13% | -5% | -30%[inhibitor]
COc1ccccc1N(CC(=O)Nc1ccc2c(c1)OCO2)S(=O)(=O)c1ccccc1 | 3% | -12% | -6% | -13% | -6% | -8% | -27% | -4%
CC(C)OC(=O)C(CC(=O)O)N1CCOCC1 (stereo unspecified) | 2% | 12% | -1% | -2% | 25% | 4% | 3% | 3%
Nc1cc(=O)[nH]c(SCc2nnnn2-c2ccc(Cl)cc2)n1 | 4% | -24% | 8% | 3% | 2%[10 µM] | 4% | -4% | -2%
Cc1cc(C)c(C(=O)CSc2nnc(N)s2)cc1C | 3% | -18%[9.22 µM] | -10% | -8% | -8%[10 µM] | 6% | -12% | /
CNC(=O)/C(C#N)=C/c1cn(CC(=O)NCc2ccco2)c2ccccc12 | 4% | 2% | ? | ? | -24% | -28% | -3% | -1%
CC(C#CCN1CCCCC1)OCCOCc1ccccc1 (stereo unspecified) | -2% | 13% | -2% | -7% | 5% | 1% | -2% | -16%
O=C(CCN1CCCCCC1)Nc1ccc(F)c(F)c1 | -9% | 1% | 6% | 4% | 4% | -4% | 5% | -2%
Cc1ccccc1NC(=O)c1sc2nc3c(c(-c4ccco4)c2c1N)CCC3 | 10% | ? | 2% | -13% | -5% | 1% | -24% | -23%
CCCC(C)NC(=O)Cc1ccccc1[N+](=O)[O-] (stereo unspecified) | -5% | -3% | 2% | 5% | -3%[10 µM] | 5% | 7% | -1%
